Myeloid diff 2 – induction of myeloid progenitor differentiation, primary screen, cell-based, flow cytometry, MLPCN library; 360,000 compounds, 1% hits; AID 624256, 2012; ER-HoxA9 myeloid progenitors, lysozyme-GFP differentiation; calls only at 10 µM;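 active means normalized GFP-positive differentiation at or above the plate's own cutoff, the solvent-only control mean plus 3 SD; inconclusive means no clear call, values can overlap the other calls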;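 further: cells exposed to compound for four days before flow analysis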
Siah-1 displacement – Siah-1 peptide-binding antagonists, primary screen, biochemical, fluorescence polarization, rhodamine-plectin, uHTS (AID 1817). E3 ubiquitin-protein ligase SIAH1 (Homo sapiens). Siah-1 / rhodamine-plectin peptide fluorescence polarization; higher % means a stronger effect. one-dose displacement, % at 20 µM; IC50 in µM for titrated hits. 290,000 compounds, 0.02% hits;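 active means displacement of at least 50% at 20 µM, with a fluorescence ratio check between 0.3 and a set limit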;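 further: plate controls were Siah plus tracer with DMSO for no effect and tracer alone without Siah for full effect; strong numbers were not always called active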
KOR beta-arrestin-1 – KOR antagonists, beta-arrestin recruitment, cell-based, luminescence, uHTS (AID 1778) | Kappa-type opioid receptor (Homo sapiens) | KOR beta-arrestin recruitment, luminescence, antagonist mode; higher % means a stronger effect | inhibition, % at 10 µM; hits with a dose series show IC50 in µM | 290,000 compounds, 0.091% hits; further: strong numbers were not always called active
KOR beta-arrestin-2 – KOR agonists, beta-arrestin recruitment, primary screen, cell-based, luminescence, uHTS (AID 1777); KOR beta-arrestin recruitment, luminescence; higher % means a stronger effect; activation, % at 10 µM, or EC50 in µM where a hit was titrated; 280,000 compounds, 0.02% hits; in the data active means activation above about 50%, passing the limit was not always enough; further: a part of the inactive calls stands beside numbers as strong as those of hits
HIV fusion peptide – inhibitors of HIV fusion peptide binding, primary screen, biochemical, uHTS, fluorescence dequenching (AID 1986); cell-free peptide binding, fluorescence dequenching, 30 min; higher % means a stronger effect; 290,000 compounds, 0.3% hits; inhibition, % at 20 µM, or IC50 in µM where a hit was titrated; in the data active means inhibition mostly above about 52%, no sharp cut-off; inactive means mostly below about 76%; further: some results filed as inactive read as strong as hits
NOD2 inhibition – NOD2 signaling inhibitors, cell-based, luminescence, uHTS, HEK293 (AID 1566) | HEK293 NOD2/NF-kB luciferase reporter, luminescence; higher % means a stronger effect | one-dose inhibition, % at 4 µM; EC50 in µM for titrated hits | 290,000 compounds, 0.63% hits; further: many of its hits are not listed in these tables
NOD1 NF-kB reporter – NOD1 signaling inhibitors, primary screen, cell-based, luminescence, uHTS (AID 1578); NOD1-driven NF-kB luciferase reporter cells, luminescence; higher % means a stronger effect; 290,000 compounds, 1% hits; one-dose inhibition, % at 4 µM; EC50 in µM for titrated hits; in the data active means inhibition mostly above about 36%, no sharp cut-off; inactive means mostly below about 34%;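 further: HEK-293T reporter cells stimulated with the NOD1 agonist gamma-tri-DAP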
Salmonella PhoP GFP – inhibitors of PhoP regulon expression, primary screen, Salmonella Typhimurium, GFP reporter (AID 1863); S. Typhimurium PhoP-regulated promoter GFP reporter, 4 h; higher % means a stronger effect; 300,000 compounds, 0.16% hits; one-dose inhibition, % at 50 µM; IC50 in µM for titrated hits;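 active means inhibition over 29.93%, a cutoff 3 SD above the screen mean, later confirmed by dose response; inconclusive means inhibition over 29.93% but no dose response follow-up; inactive means inhibition at most 29.93% or unconfirmed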;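 further: 0% = low Mg2+ inducing control and 100% = high Mg2+ repressing control; strong numbers were not always called active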
LYP phosphatase – inhibitors of LYP phosphatase, biochemical, fluorescence intensity, uHTS (AID 1779); Tyrosine-protein phosphatase non-receptor type 22 (Homo sapiens); recombinant LYP phosphatase, fluorescence intensity; higher % means a stronger effect; inhibition, % at 11.5 µM; hits with a dose series show IC50 in µM; 290,000 compounds, 0.054% hits;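 further: plate controls were vehicle with enzyme for no effect and no enzyme for full effect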
Myeloid diff 2 GFP+ MAC1+ % – also measured in Myeloid diff 2; calls as there; GFP+ MAC1+ double positive, %; measured here: differentiation confirmed by MAC1 staining
An asterisk follows results filed as active; i = inactive; ? = inconclusive; . = no result given; [ ] = remark or other dose. Unless noted, no stated cut-off is given here; in the data, active means inhibition above about 50%; inactive means the rest. The list is partial; rates above refer to the full screens.

mol	Myeloid diff 2	Myeloid diff 2 GFP+ MAC1+ %	Siah-1 displacement	KOR beta-arrestin-1	KOR beta-arrestin-2	HIV fusion peptide	NOD2 inhibition	NOD1 NF-kB reporter	Salmonella PhoP GFP	LYP phosphatase
Cc1ccc(N(C)C(=O)CCS(=O)(=O)c2cc3c(cc2Cl)NC(=O)CO3)cc1	i	3.3	-3%	4%[20 µM]	1.2%	0.8%	16%	0%	.	-8%
CCN(CC)S(=O)(=O)c1ccc(NC(=O)c2cccc3c2C(=O)N(CCOC)C3)cc1	i	0.7	7%	-45%	-3.2%	-1.2%	7%	-1%	2%	-2%
COc1ccc2[nH]c(=O)c(CN(CCO)C(=O)c3cccs3)cc2c1	i	1.3	0%	25%	-4.1%	0.0%	16%	-2%	17%	-6%
Cc1ccc(S(=O)(=O)NC(=O)N2CCN(Cc3c(F)cccc3Cl)CC2)cc1	i	1.0	7%	-28%	-1.7%	-0.5%	-10%	-10%	8%	-9%
COc1cc(/C=N/NC(=O)c2cccc([N+](=O)[O-])c2)ccc1O	i	0.9	4%	-11%	-5.2%	-2.3%	27%	-14%	2%	-1%
Cc1ccc(N2CCN(S(=O)(=O)N3CCCCC3)CC2)cc1Cl	i	0.2	0%	8%	-2.0%	-0.8%	4%	-25%	-5%	-2%
COCc1c(C)cc(C)c(/C=N/O)c1C	i	0.5	2%	5%	-4.6%	-0.2%	6%	8%	5%	-2%
O=C(Nn1cnnc1)c1ccc(F)cc1	i	0.5	6%	12%	-2.9%	-1.6%	9%	-9%	6%	-6%
CCOC(=O)c1c(C)c(C(=O)NC2CCCCC2)c(C)n1CC	i	4.5	4%	-16%	-0.9%	-1.8%	9%	-23%	11%	-3%
O=C(Nc1nnc(S(=O)(=O)N2CCCC2)s1)c1cccc([N+](=O)[O-])c1	?	.	10%	-44%	5.4%	8.6%	2%	-21%	-5%	-3%
O=C(Nc1ccccc1)c1csc(-c2ccccc2)n1	i	0.3	5%	11%[20 µM]	-2.8%	0.7%	-37%	-41%	-9%	2%
O=C(Nc1ccccc1C(=O)NC(Cc1ccccc1)C(=O)O)c1ccco1 (stereo not given)	i	0.8	-2%	18%	-0.4%	-0.8%	16%	4%	-4%	-6%
CCOc1cc(CN2CCCCCC2)ccc1OC	i	0.3	2%	-25%[20 µM]	-0.2%	-0.6%	17%	5%	-7%	-5%
CCN(CC)S(=O)(=O)c1ccc(N/N=C/c2cc(OC)ccc2O)nc1	?	.	12%	5%	-1.5%	-2.0%	7%	-8%	16%	-4%
Cc1ccc(S(=O)(=O)NC2c3cccc4cccc(c34)C2Sc2ncccn2)cc1 (stereo not given)	i	0.6	0%	-16%	2.0%	1.3%	-5%	-3%	5%	0%
COc1ccc(N(CC(=O)Nc2ccc(C(C)C)cc2)S(=O)(=O)c2c(C)noc2C)cc1	i	1.4	-4%	-25%	1.7%	-0.8%	8%	13%	1%	-2%
CC1CN(S(=O)(=O)N(C)C)CCN1S(=O)(=O)N(C)C (stereo not given)	i	0.4	4%	-1%	-3.3%	0.6%	0%	-12%	-1%	-4%
COc1ccccc1CNC(=O)COC(=O)c1ccc(S(=O)(=O)N2CCCC2)cc1	i	0.2	-4%	-2%	-0.1%	-0.8%	12%	5%	-14%	-3%
CC1c2[nH]c3ccccc3c2CCN1S(C)(=O)=O (stereo not given)	i	1.0	2%	10%	-1.0%	-2.5%	-10%	-14%	17%	-5%
CC(=O)Nc1cccc(NC(=O)c2cc(C)on2)c1	i	5.6	-1%	-17%	0.3%	-0.5%	-6%	-12%	14%	-8%
CN(C(=O)COC(=O)c1ccccc1Cc1ccccc1)C1CCS(=O)(=O)C1 (stereo not given)	i	0.6	7%	22%	0.5%	-1.4%	1%	-30%	-6%	-6%
Cc1ccccc1/C=C/c1nc2ccccc2c(=O)[nH]1	i	0.0	10%	-20%	9.7%	-0.1%	-116%	-4%	3%	-6%
CC1(C)CC(CCNC(=O)CCl)(c2ccccc2)CCO1 (stereo not given)	i	0.4	1%	-8%	3.8%	1.4%	31%	3%	-8%	-3%
COc1ccc(-n2c(COc3cccc(C)c3)nnc2SCC(=O)O)cc1	i	0.2	4%	-24%	-2.1%	0.6%	-14%	22%	-2%	-8%

Reformatted with two lines to a compound: part of the list above.
Fields: Myeloid diff 2, Myeloid diff 2 GFP+ MAC1+ %, Siah-1 displacement, KOR beta-arrestin-1, KOR beta-arrestin-2, HIV fusion peptide, NOD2 inhibition, NOD1 NF-kB reporter, Salmonella PhoP GFP, LYP phosphatase
- COc1ccccc1CNC(=O)COC(=O)c1ccc(S(=O)(=O)N2CCCC2)cc1
 : i, 0.2, -4%, -2%, -0.1%, -0.8%, 12%, 5%, -14%, -3%
- CC1c2[nH]c3ccccc3c2CCN1S(C)(=O)=O (stereo not given)
 : i, 1.0, 2%, 10%, -1.0%, -2.5%, -10%, -14%, 17%, -5%
- CC(=O)Nc1cccc(NC(=O)c2cc(C)on2)c1
 : i, 5.6, -1%, -17%, 0.3%, -0.5%, -6%, -12%, 14%, -8%
- CN(C(=O)COC(=O)c1ccccc1Cc1ccccc1)C1CCS(=O)(=O)C1 (stereo not given)
 : i, 0.6, 7%, 22%, 0.5%, -1.4%, 1%, -30%, -6%, -6%

(cont.)
mol	Myeloid diff 2	Myeloid diff 2 GFP+ MAC1+ %	Siah-1 displacement	KOR beta-arrestin-1	KOR beta-arrestin-2	HIV fusion peptide	NOD2 inhibition	NOD1 NF-kB reporter	Salmonella PhoP GFP	LYP phosphatase
CCN(CC)c1ccc(/C=N/NC(=O)c2c[nH]c3ccccc23)cc1	i	0.6	-5%	-21%	0.0%	-2.9%	-1%	-10%	7%	7%
O=C(CN1C(=O)COc2ccccc21)NCCCN1CCc2ccccc2C1	i	9.0	0%	-18%	1.1%	0.0%	-12%	.	0%	-4%
CCC(CC)C(=O)N1CC(=O)Nc2ccc(C)cc2C1c1ccccc1 (stereo not given)	i	0.9	1%	-12%	2.1%	0.9%	6%	3%	-4%	-5%
O=C(/C=C/c1ccc2c(c1)OCCO2)c1ccccc1	i	0.5	3%	24%	-0.2%	-1.4%	-85%	-4%	-7%	0%
Cc1ccc(N2CCN(C(=O)c3ccccc3NC(=O)c3ccccc3C(=O)O)CC2)cc1	i	1.2	-4%	19%	-0.3%	5.4%	-23%	-36%	11%	0%
CCO[C@H]1OC(C(=O)N2CCN(Cc3ccc4c(c3)OCO4)CC2)=C[C@@H](c2ccc(Br)cc2)[C@@H]1CCCO	i	2.1	-1%	-28%	3.8%	0.6%	-16%	-8%	-2%	-1%
O=C(Nc1nc(-c2ccccn2)cs1)c1ccc([N+](=O)[O-])o1	i	0.6	-6%	-7%	1.6%	12%	30%	0%	4%	-5%
Cc1nc2scc(-c3ccc(C(C)C)cc3)c2c(=O)n1N	i	0.2	-2%	-8%	-1.2%	-2.0%	8%	-30%	5%	2%
COc1ccc(C(=O)NNC(=O)CSc2nnc(C)n2CC2CCCO2)cc1 (stereo not given)	i	0.1	3%	15%	5.2%	-1.4%	12%	-28%	-1%	-9%
Cc1cc(S(=O)(=O)NCCCN2CCOCC2)c(C)cc1Cl	i	0.8	2%	9%	-1.2%	1.2%	-20%	-29%	6%	-12%
O=C(NC(=S)N1CCN(c2ccccn2)CC1)c1ccco1	i	0.8	-3%	7%[20 µM]	-2.6%	-1.3%	-12%	11%	-5%	-2%
CCC(CCC(=O)Nc1ccc(S(N)(=O)=O)cc1)C(=O)O (stereo not given)	i	8.6	4%	13%	-6.5%	-2.7%	-1%	-5%	-2%	-3%
Cn1c(CCN2CCCCC2)nc2cc(NC(=O)COc3ccccc3)ccc21	i	0.9	1%	-5%	-7.5%	-1.0%	22%	-19%	-6%	-14%
COc1ccc(N2CCN(C(=O)c3ccc4c(=O)n(CC5CCCO5)c(=O)[nH]c4c3)CC2)cc1 (stereo not given)	i	0.4	2%	15%	-1.5%	6.9%	11%	-20%	-9%	-10%
O=C(CCS(=O)(=O)c1ccccc1)Nc1ccc(S(=O)(=O)Nc2ncccn2)cc1	i	0.6	2%	14%	-0.9%	1.4%	1%	-56%	-1%	-9%
CC(=O)c1ccc(N/N=C2/CCCNC2=O)cc1	i	0.5	2%	6%	-0.6%	-0.3%	4%	2%	20%	-8%
Clc1ccccc1-c1nc(-c2cccnc2)no1	i	0.3	5%	15%	0.6%	2.3%	-72%	-37%	14%	-7%
CCOc1ccccc1N1CCN(C(=O)c2c(C)noc2C)CC1	i	15	-1%	14%	-5.8%	-0.3%	16%	-9%	0%	-12%
CCOc1ccc(-c2nnc3ccc(SCC(=O)Nc4nc5ccccc5s4)nn23)cc1	i	0.3	2%	3%	0.8%	3.1%	1%	-5%	-3%	-3%
CC(C)(C)c1ccc(C(=O)NC(=S)N2CCCCCC2)cc1	i	0.9	0%	16%	-2.4%	-1.3%	6%	34%	2%	-10%
COc1ccc(C(=O)Nc2ccc(N3CCCCC3)cc2)cc1Br	i	0.5	-7%	-51%	20%	-2.5%	-47%	-49%	5%	-6%
COc1ccc(C)cc1NC(=O)c1cccc(-c2ccc(OC(C)=O)cc2)c1	i	2.8	0%	16%	-1.5%	0.6%	18%	-37%	4%	-5%
COc1cc(OC)cc(C(=O)N[C@H](C(=O)Nc2nc3ccccc3[nH]2)C(C)C)c1	.	.	1%	-146%[20 µM]	-2.4%	-2.3%	-43%	-14%	-3%	-4%
CCOc1ncccc1C(=O)OCC(=O)Nc1ccc(C)c(S(=O)(=O)N2CCOCC2)c1	i	0.4	1%	-3%	0.4%	3.1%	10%	-12%	10%	1%
CC(=O)Nc1ccc(C#Cc2ccc(NC(C)=O)cc2)cc1	i	1.8	-3%	-7%	-1.6%	-3.4%	11%	.	-8%	-7%
CN(C)CCNC(=O)C(=O)NCC1OCCN1S(=O)(=O)c1ccc([N+](=O)[O-])cc1 (stereo not given)	i	0.1	-2%	19%	1.8%	-0.8%	8%	-16%	8%	-8%
COc1ccc(C(=O)COc2ccccc2N2C(=O)C3C4C=CC(C4)C3C2=O)cc1 (stereo not given)	i	1.2	3%	-12%	8.8%	2.7%	-18%	-64%	5%	-3%
CCOC(=O)c1ccc(NC(=O)NC2CC3CCC(C2)N3Cc2nnnn2C(C)(C)C)cc1 (stereo not given)	i	0.7	-2%	6%	6.0%	0.6%	18%	-40%	-5%	-11%
Cc1cc(=O)oc2cc(OC(C)C(=O)NCC3CCCO3)ccc12 (stereo not given)	i	0.3	3%	-8%[20 µM]	-2.3%	1.3%	11%	-19%	5%	-9%
O=C(CCc1c[nH]c2ccccc12)OCc1ccc(Br)cc1	i	2.8	0%	29%	-2.5%	0.7%	13%	-33%	-4%	1%
COc1ccc(NS(=O)(=O)c2cccc(C(=O)N/N=C/c3cn(-c4ccccc4)nc3-c3ccccc3)c2)cc1	i	0.7	2%	33%	0.9%	0.9%	-16%	5%	-6%	-3%

Screening results (PubChem)
